Screens as filed in PubChem BioAssay.
12-LOX inh – Primary qHTS assay for inhibitors of human arachidonate 12S-lipoxygenase (ALOX12): Round 2; Potency, µM (series often up to 108 µM), for inactives: at the highest dose activity change, negative = inhibition, actives largely listed as inhibitors; purified 12hLO, xylenol orange hydroperoxide absorbance; 580,000 tested, 1.1% active; AID 1671190, 2021; note: potency is the fitted concentration of half-maximal effect; % is set by controls: 0 for no effect and ±100 for the full control effect
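Purified human 12hLO (150 nM final) in 25 mM Hepes, 0.01% Triton X-100, pH 7.0 was preincubated 15 min at room temperature with compound. Then 40 uM arachidonic acid was added, 30 min. Hydroperoxide was read by Fe-XO absorbance ratio 573/405 nm.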
ERG Ets-DNA blk – qHTS for Small Molecule Inhibitors of the ERG Ets/DNA interaction | fluorescence polarization, His-ERG Ets domain / labelled DNA | Potency, µM (titrated, usually from 76.9 µM), for inactives: at the highest dose FP activity, negative = inhibition, usual class: inhibitors | 370,000 tested, 0.028% active; active = well fitted inhibition curve with a large enough effect in the polarisation, with a control signal flat; inconclusive = small, poorly fitted or top-dose-only effect, or effect the other way, or a change in a side signal; inactive = no such curve, though single readings can be large or run the other way; the % refers to the polarisation;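 note: polarization taken with two DNA probes labelled with fluorescein and Texas red; potency is the fitted concentration of half-maximal effect; % of control where 0% means no effect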
Target sequence (P11308 whole entry, looked up, the tested form may be a part): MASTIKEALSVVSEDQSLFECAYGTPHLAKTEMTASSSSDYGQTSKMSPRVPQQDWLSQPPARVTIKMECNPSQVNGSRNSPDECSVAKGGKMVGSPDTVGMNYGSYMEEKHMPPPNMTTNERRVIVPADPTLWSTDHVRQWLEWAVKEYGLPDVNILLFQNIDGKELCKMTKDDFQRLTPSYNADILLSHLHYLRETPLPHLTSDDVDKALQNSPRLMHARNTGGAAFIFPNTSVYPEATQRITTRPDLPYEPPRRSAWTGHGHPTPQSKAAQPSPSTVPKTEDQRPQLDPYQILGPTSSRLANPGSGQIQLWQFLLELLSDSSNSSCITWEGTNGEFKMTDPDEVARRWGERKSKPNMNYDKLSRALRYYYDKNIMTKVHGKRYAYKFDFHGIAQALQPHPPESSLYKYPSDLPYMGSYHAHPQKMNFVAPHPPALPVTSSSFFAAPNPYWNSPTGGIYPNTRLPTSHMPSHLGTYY
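His-tagged ERG Ets domain (1 uM in the protein solution; 300mM KCl, 50mM Tris-HCl, 1mM EDTA, 1mM DTT, pH 7.5) received compound, then a probe mix of 5 nM fluorescein-DNA and 100nM Texas-615-DNA. Fluorescence polarization was read for both dyes.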
Vif-A3F inh – qHTS for Inhibitors of Vif-A3F Interactions: qHTS; HeLa A3F-eYFP + Vif (tagged APOBEC3F with the HIV-1 protein that degrades it), YFP fluorescence increase; Potency, µM (titrated, usually from 46.1 µM), for the others: at the top dose activity, negative = active; 390,000 tested, 0.2% active; note: potency is the fitted concentration of half-maximal effect; % of control where 0% means no effect; nearly all actives have a fitted effect of over 65% in size
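Fluorescence increase (Ex 488/Em 500-530) after overnight compound treatment at 37 deg C flags inhibition of Vif-driven A3F-eYFP loss in stable HeLa A3F-eYFP/Vif cells seeded overnight beforehand.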
D2 antag – HTS Assay for Allosteric Antagonists of the Human D2 Dopamine Receptor: Primary Screen for Antagonists | D(2) dopamine receptor (Homo sapiens), P14416 | AID 485344, 2010 | HEK293 TREx D2 cells, calcium flux, dopamine EC80 | inhibition, % at 10 µM | 340,000 tested, 2% active; in the data active = inhibition above about 30%; note: 0% is about no effect
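Calcium mobilization kinetics were recorded at 1 s intervals in tetracycline-induced HEK293 T-REx D2 cells, first for 180 s after compound addition and then 180 s after EC80 dopamine.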
LDHA inh – qHTS assay for inhibitors of human lactate dehydrogenase; 480,000 tested, 0.15% active; purified LDHA, NADH/diaphorase-resazurin fluorescence; active compounds read low; activity change, % (values are at about 110 or 230 µM); in the data active = activity change below about -30%; inconclusive = mostly about -25% to -30%;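 note: plate controls were DMSO wells for no effect and wells without enzyme for full effect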
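Human LDH5 at 2 nM final in Tris HCl pH 7.4 with 0.06 mM NADH and 0.2 mM pyruvate, reacted 5 minutes at room temperature. Remaining NADH coupled via diaphorase/resazurin; resorufin fluorescence read at 0 and 20 minutes, normalized to enzyme-free and DMSO wells.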
Glioma ERSR ind – qHTS for Inducers of the Endoplasmic Reticulum Stress Response (ERSR) in Human Glioma: qHTS; U87-MG GRP78 promoter luciferase reporter, 16 h; Potency, µM, inactives show top-dose activation, actives largely listed as activators; 420,000 tested, 0.02% active; note: potency is the fitted concentration of half-maximal effect; series mostly up to about 76 µM; % of control where 0% means no effect; nearly all actives have a fitted effect of over 35% in size
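Stably transfected U87-MG human glioma cells carrying a GRP78-based luminescent sensor were seeded at 1000 cells/well, pin-dosed with compounds and incubated 16 h. Luciferase reagent was then added, and end-point luminescence was read after 10 min at room temperature.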
RGS4 inhibitor – Inhibitors of Regulator of G Protein Signaling (RGS) 4: qHTS; Transcreener GDP fluorescence polarization, RGS4-accelerated GTP hydrolysis; Regulator of G-protein signaling 4 (Homo sapiens), P49798; AID 504845, 2011; 390,000 tested, 0.039% active; Potency, µM (highest dose often 114 µM), inactives show at the top dose activity change, negative = inhibition, most hits filed as inhibitors; note: potency is the fitted concentration of half-maximal effect; % is set by controls: 0 for no effect and ±100 for the full control effect; nearly all actives have a fitted effect of over 75% in size; some results filed as inactive show a strong effect at the top dose
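MLSMR compounds (23 nl, pin-transferred) preincubated 10 min at room temperature with a 500nM (2x) first reagent, then RGS4 at 900nM (2x) plus Transcreener GDP mix added; fluorescence polarization (620/688 nm) read before and after 90 min at 30 °C.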
Vif-APOBEC3G blk – qHTS for Inhibitors of Vif-A3G Interactions: qHTS | HeLa A3G-eYFP + Vif (tagged APOBEC3G with the HIV-1 protein that degrades it), YFP fluorescence, overnight | DNA dC->dU-editing enzyme APOBEC-3G (Homo sapiens), Q9HC16 | AID 602310, 2012 | 410,000 tested, 0.076% active | Potency, µM (titrated, usually from 46.1 µM), without a hit: at the highest dose activity, negative = active, actives largely listed as inhibitors;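 note: potency is the fitted concentration of half-maximal effect; % is set by controls: 0 for no effect and ±100 for the full control effect; nearly all actives have a fitted effect of over 60% in size; hits raise eYFP signal because A3G escapes Vif-driven loss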
Target sequence (Q9HC16 whole entry, looked up): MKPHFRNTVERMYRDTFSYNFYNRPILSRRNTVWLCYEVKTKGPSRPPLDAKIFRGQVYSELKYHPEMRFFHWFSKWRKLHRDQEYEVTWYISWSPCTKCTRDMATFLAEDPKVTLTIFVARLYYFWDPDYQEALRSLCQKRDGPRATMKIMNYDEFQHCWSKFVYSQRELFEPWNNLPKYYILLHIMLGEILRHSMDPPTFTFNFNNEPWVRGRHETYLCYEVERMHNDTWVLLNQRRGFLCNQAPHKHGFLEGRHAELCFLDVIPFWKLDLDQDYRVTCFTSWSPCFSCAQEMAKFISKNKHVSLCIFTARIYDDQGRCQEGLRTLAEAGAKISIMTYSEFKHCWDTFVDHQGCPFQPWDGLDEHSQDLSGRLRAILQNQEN
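HeLa cells stably expressing Vif and C-terminally eYFP-tagged A3G, seeded overnight at 37 deg C, then exposed to compound by pintool overnight at 37 deg C. Rise in yellow fluorescence (Ex 488/Em 500-530, Acumen) marks blocked Vif-driven A3G degradation.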
D2 agonist – HTS Assay for Allosteric Agonists of the Human D2 Dopamine Receptor: Primary Screen for Agonists; 340,000 tested, 0.53% active; HEK293 T-REx D2 cells, calcium flux agonist mode; D(2) dopamine receptor (Homo sapiens), P14416; activation, % at 2 µM;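 active = activation over 3 SD above normal in the single-dose calcium agonist read, cut at about 30% in these data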; note: 0% is about no effect
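HEK293 Trex D2 cells, tetracycline-induced, o/n 30 C 5% CO2; no-wash Ca dye, RT 30–90 min; 10-cycle baseline, 23 nl cpd added, kinetic Ca read 180 s; agonist hits = positive Ca response.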
* hit, by the source's call; ? = inconclusive; · = not tested or not shown; & = joins results of further samples; [ ] = remark or other dose. Unless noted, calls come from the whole dose curve; as a rule, active = well fitted curve in the direction sought with a large enough effect; inconclusive = small, poorly fitted or top-dose-only effect, or another doubt; inactive = no such curve, though single readings can be large; an effect the other way counts as inactive or inconclusive. Some of the compounds tested. The share of hits here may be higher or lower than overall.

Preview:
No.	SMILES	D2 antag	Vif-A3F inh	Vif-APOBEC3G blk	12-LOX inh	ERG Ets-DNA blk	LDHA inh	Glioma ERSR ind	D2 agonist	RGS4 inhibitor
1	CC(C)CC(NC(=O)c1ccc(Cl)cc1)C(=O)OCC(=O)c1ccc2c(c1)NC(=O)CO2 (configuration not stated)	-5	?	-21%	10%	-2%	-8	-15%	0.1	-7%
2	Cc1cc(C)c(C(=O)/C=C/c2ccco2)c(=O)[nH]1	·	-11%	4%	-21%	14%	20	1%	·	?
3	COc1cccc(NC(=O)CSCC(=O)O)c1	-3	-4%	2%	0%	2%	-2	-3%	0.2	17%
4	CCCc1cc(=O)[nH]c(SCC(=O)N(C)C2CCCCC2)n1	14	6%	0%	6%	-5%	-3	-2%	0.2	1%
5	O=C(/C=C/c1cccc([N+](=O)[O-])c1)Nc1ccccn1	-4	4%	0%	0%	2%	-14	-3%	1.2	17%
6	O=C(CN1CC(=O)Oc2ccccc21)OCC(=O)c1ccccc1	2	-12%	-1%	-24%	·	5	2%	-0.6	-18%
7	CN1C(=S)SC(N2OC3C(=O)N(c4ccccc4)C(=O)C3C2c2ccc(Cl)cc2)C1(C)C (configuration not stated)	-7	-2%	-1%	-12%	4%	-4	0%	-0.2	-1%
8	Cc1ccc(C(=O)N/C(=C\c2cn(S(=O)(=O)N(C)C)c3ccccc23)C(=O)NCCN2CCOCC2)cc1	-12	-4%	3%	?	-22%	0	-1%	0.6	-4%[56.9 µM]

The whole of this part (from the top)
No.	SMILES	D2 antag	Vif-A3F inh	Vif-APOBEC3G blk	12-LOX inh	ERG Ets-DNA blk	LDHA inh	Glioma ERSR ind	D2 agonist	RGS4 inhibitor
1	CC(C)CC(NC(=O)c1ccc(Cl)cc1)C(=O)OCC(=O)c1ccc2c(c1)NC(=O)CO2 (configuration not stated)	-5	?	-21%	10%	-2%	-8	-15%	0.1	-7%
2	Cc1cc(C)c(C(=O)/C=C/c2ccco2)c(=O)[nH]1	·	-11%	4%	-21%	14%	20	1%	·	?
3	COc1cccc(NC(=O)CSCC(=O)O)c1	-3	-4%	2%	0%	2%	-2	-3%	0.2	17%
4	CCCc1cc(=O)[nH]c(SCC(=O)N(C)C2CCCCC2)n1	14	6%	0%	6%	-5%	-3	-2%	0.2	1%
5	O=C(/C=C/c1cccc([N+](=O)[O-])c1)Nc1ccccn1	-4	4%	0%	0%	2%	-14	-3%	1.2	17%
6	O=C(CN1CC(=O)Oc2ccccc21)OCC(=O)c1ccccc1	2	-12%	-1%	-24%	·	5	2%	-0.6	-18%
7	CN1C(=S)SC(N2OC3C(=O)N(c4ccccc4)C(=O)C3C2c2ccc(Cl)cc2)C1(C)C (configuration not stated)	-7	-2%	-1%	-12%	4%	-4	0%	-0.2	-1%
8	Cc1ccc(C(=O)N/C(=C\c2cn(S(=O)(=O)N(C)C)c3ccccc23)C(=O)NCCN2CCOCC2)cc1	-12	-4%	3%	?	-22%	0	-1%	0.6	-4%[56.9 µM]
9	CN(C)CCNC(=O)CCCn1c(=O)c2cccn2c2ccccc21	·	0%	4%	0%	-3%	2	-3%	1.0	-21%
10	CCCN1C(=O)/C(=C/c2c(NCCCOC(C)C)nc3c(C)cccn3c2=O)SC1=S	-7	?	-15%	·	12%	-6	-5%	5.3	-12%
11	CC(C)C(=O)Nc1nnc(SCC(=O)N2c3ccccc3CC2C)s1 (configuration not stated)	-5	1%	2%	0%	-1%	-14	-1%	-0.8	28%
12	Cc1cccc(N(C(=O)CNC(=O)c2ccco2)C(C(=O)NC2CCCC2)c2ccncc2)c1C (configuration not stated)	-19	7%	1%	-26%	-9%	-4	-3%	-2.2	-34%
13	Nc1nc(CSc2nnc(-c3cccc(F)c3)n2-c2ccccc2)nc(N2CCOCC2)n1	4	-4%	1%	7%	-23%	0	-5%	-0.5	-13%
14	COc1ccc(S(=O)(=O)NCc2nc3nc(C)cc(C)n3n2)cc1OC	-14	-3%&0%	2%&6%	23%&-1%	-7%&0%	1&-4	-1%&-2%	-0.1&-0.8	0%&-11%
15	Cc1cc(C)cc(N(C(=O)c2csnn2)C(C(=O)NC(C)(C)C)c2cccnc2)c1 (configuration not stated)	8	0%	-4%	0%	2%	-2	-3%	1.5	16%
16	NC(=O)c1ccc(NC(=O)CCC(=O)N2CCN(S(=O)(=O)c3ccc(Cl)cc3)CC2)cc1	-10	3%	2%	-2%	5%	-5	-1%	-0.1	16%
17	COc1ccc(NC(=O)C2=C(C)Nc3ncnn3C2c2sccc2C)cc1 (configuration not stated)	·	8%	0%	-11%	-2%	-13	-1%	0.1	2%
18	CCC(NC(=O)c1ccc2nc(Cc3ccc(OC)cc3)oc2c1)c1ccncc1 (configuration not stated)	-4	10%	-1%	17%	-1%	4	-4%	0.2	-51%
19	Nc1cc(Cc2ccccc2)ccc1O	·	10%	-9%	5.6µM*	-3%	0	-1%	·	-10%
20	COc1ccccc1C(CCNCc1ccccc1)c1ccc(OC(C)C)cc1 (configuration not stated)	-27	0%	-6%	?	0%	-1	-14%	0.5	25%
21	CC(NC(=O)c1cc2c(=O)n3ccccc3nc2n(CC2CCCO2)c1=N)c1ccccc1 (configuration not stated)	-15	-1%	1%	-30%	-10%	-5	-5%	-2.4	-30%
22	C[C@H](CO)N1C[C@H](C)[C@@H](CN(C)Cc2cccc(C(=O)O)c2)Oc2cc(Br)ccc2S1(=O)=O	·	-7%	-1%	2%	·	0	-2%	·	·
23	COc1ccc(CNC(=O)CN(c2ccc(C)cc2)S(=O)(=O)c2c(C)n[nH]c2C)cc1	·	1%	-6%	-18%	3%	-14	-1%	-0.4	-11%
24	Cc1nc(C)n(C(C)CNC(=O)c2ccccc2)n1 (configuration not stated)	1	8%	0%	-18%	-10%	-7	-4%	0.6	23%
25	COc1cc(C(=O)Nc2ccccc2C2COC(=O)C2=N)cc(OC)c1OC (configuration not stated)	·	-2%	0%	-17%	·	-1	-5%	·	-22%
26	CN1C(=O)[C@@H]2C[C@@]3([C@@]45C[C@H]6C(=O)N(C)[C@@H](Cc7ccccc7)C(=O)N6[C@@H]4Nc4ccccc45)c4ccccc4N[C@H]3N2C(=O)[C@@H]1Cc1ccccc1	6	0%	-9%	-4%	9%	-5	-2%	-0.1	14%
27	O=c1[nH]nc(SC2CCCCC2)c(=O)[nH]1	·	0%	2%	28%	12%	-11	-2%	·	-43%
28	NC(=S)N=Nc1c(O)n(CCCl)c2ccc(Cl)cc12	5	-3%	-1%	-5%	11%	-2	?	-0.4	-34%
29	Cn1nc(C2CC2)cc1NC(=O)CC(CC(=O)O)c1ccccc1 (configuration not stated)	4	-30%	-1%	5%	-4%	-6	-5%	-0.4	4%
30	C=CCn1cnnc1SCC(=O)N(C)CC1COc2ccccc2O1 (configuration not stated)	·	-4%	2%	-1%	-3%	-7	-3%	·	-2%
31	Clc1ccc(-c2noc3ncnc(NCCCN4CCN(c5ccccc5)CC4)c23)cc1	·	-7%	-6%	5%	-12%	1	-2%	·	-3%
32	CCN1CCN(S(=O)(=O)c2c[nH]c(C(=O)OC)c2)CC1	-12	-1%	-1%	-5%	2%	3	-1%	0.1	5%
33	CCOC(=O)NC1CCc2cc(OC)c(OC)c(OC)c2-c2ccc(SC)c(=O)cc21 (configuration not stated)	·	-8%	-55%	?	2%	-18	-3%	·	-17%
34	CN(C)N1C(N)=C(C#N)C(c2ccccc2)C2=C1CC(C)(C)CC2=O (configuration not stated)	9	1%	2%	21%	12%	-1	1%	-0.7	-1%
35	CC(C)CCNC(=O)c1onc(CSc2ccc(F)c(F)c2)c1C(=O)NCCC(C)C	17	4%	-1%	-5%	6%	1	-4%	-0.1	-12%
36	COc1cccc(/C=N/NC(=O)C(=O)NCc2ccco2)c1OC	-8	1%	1%	22%	-7%	1	0%	-0.8	-24%
37	C[n+]1ccc(/C=C/c2c[nH]c3ccccc23)cc1	3	10µM*	11µM*	?	·	5	-1%	2.2	-25%
